APOBEC3G inh: APOBEC3G (human) deaminase inhibition; Q9HC16; recombinant A3G, ssDNA deamination FAM/TAMRA fluorescence; inhibition, % at 20 µM; 330,000 tested, 0.28% active;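 active means inhibition of at least 40% at 20 µM, with no more than 30% in the related APOBEC3A deaminase screen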;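 further: plate controls were DMSO wells with A3G for no effect and wells lacking A3G enzyme for full effect; some compounds called inactive have numbers as strong as hits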
Target sequence (Q9HC16 whole entry, looked up): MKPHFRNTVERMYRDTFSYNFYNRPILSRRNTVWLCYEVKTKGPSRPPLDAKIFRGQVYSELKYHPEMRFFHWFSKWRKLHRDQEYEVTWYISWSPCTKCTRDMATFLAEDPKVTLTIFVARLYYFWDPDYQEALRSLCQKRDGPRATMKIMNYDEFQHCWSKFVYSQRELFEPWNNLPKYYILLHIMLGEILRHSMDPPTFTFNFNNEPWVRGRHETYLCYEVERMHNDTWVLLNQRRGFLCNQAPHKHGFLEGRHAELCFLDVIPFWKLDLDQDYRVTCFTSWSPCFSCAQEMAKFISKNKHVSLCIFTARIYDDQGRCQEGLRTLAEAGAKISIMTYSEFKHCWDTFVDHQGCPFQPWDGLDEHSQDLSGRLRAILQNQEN
hIAP block: blocks human intestinal alkaline phosphatase. P09923. purified IAP, CDP-Star luminescence, 30 min. inhibition, % at 10 µM. 330,000 tested, 0.12% active. AID 2544;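 active means inhibition reaching a set limit with compound at 10 µM in the primary screen, cut at about 35% in these data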;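 further: plate controls were DMSO wells with enzyme for no effect and no-enzyme buffer wells for full effect; values of inactives mirror those of a sister screen read the other way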
APOBEC3A inh: inhibitors of human APOBEC3A DNA deaminase. AID 493011. inhibition, % at 20 µM. 330,000 tested, 0.41% active. recombinant A3A, FAM/TAMRA ssDNA deamination fluorescence;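 active means at least 40% inhibition at 20 µM here, with at most 30% in a related deaminase screen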;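 further: plate controls were A3A with DMSO for no effect and wells lacking A3A enzyme for full effect; some results filed as inactive read as strong as hits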
Target sequence (P31941 whole entry, looked up): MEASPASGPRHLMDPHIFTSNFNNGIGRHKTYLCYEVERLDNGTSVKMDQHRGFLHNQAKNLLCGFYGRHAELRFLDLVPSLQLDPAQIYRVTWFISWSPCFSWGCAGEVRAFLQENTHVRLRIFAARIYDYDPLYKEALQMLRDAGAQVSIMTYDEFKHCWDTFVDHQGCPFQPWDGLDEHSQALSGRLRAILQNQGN
hIAP activ: human IAP activation. activation factor at 10 µM. purified human IAP, CDP-Star luminescence, 30 min; stronger effect = higher value; 1 = vehicle-only enzyme, 0 = enzyme-free background. 330,000 tested, 0.16% active. P09923;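 active means activation factor of the enzyme at least 2-fold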; further: the source names both 10 and 20 µM as test concentration; values of inactives mirror those of a sister screen read the other way
mIAP block: blocks mouse intestinal alkaline phosphatase | inhibition, % at 10 µM | 330,000 tested, 0.2% active | purified mouse IAP, CDP-Star luminescence, 30 min | AID 2806;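 active means inhibition of at least 40% at 10 µM in the primary screen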;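 further: plate controls were DMSO with enzyme for no effect and no enzyme wells for full effect; values of inactives mirror those of a sister screen read the other way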
beta cell repl: inducers of beta-cell replication in MIN6 cells; MIN6 cells proliferation, ATPlite luminescence, 48 h; cells starved in 0.2% serum; 100% = growth in 10% serum; proliferation, % at 10 µM; 330,000 tested, 0.29% active; AID 2380;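 active means compounds whose signal lies at least 3.5 SD above the mean of all wells on their plate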;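 further: 0% = DMSO-treated cells in low-serum medium and 100% = 10% serum control; some compounds called inactive have numbers as strong as hits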
mIAP act: increases mouse intestinal alkaline phosphatase activity. muIAP, CDP-Star luminescence, 30 min; stronger effect = higher value; 1 = vehicle-only enzyme signal, 0 = enzyme-free wells. activation factor at 10 µM. 330,000 tested, 0.24% active. AID 2805;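 active means activation factor of at least 2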; further: the source names both 10 and 20 µM as test concentration; values of inactives mirror those of a sister screen read the other way
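Assay system: mouse IAP enzyme / Compound: DMSO-dissolved test compounds / Timing: 30 min, room temperature / Measured by: luminescence from enzymatic CDP-Star hydrolysis / Control set: DMSO-only wells, enzyme-free buffer wells as negative control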
MPTP block: inhibitors of mitochondrial permeability transition pore; 360,000 tested, 1.4% active; inhibition, % at 10 µM; AID 602449; isolated mouse mitochondria, Ca2+ swelling absorbance, 30 min;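 active means inhibition of 50% or more, scaled per plate between neutral and stimulator controls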;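 further: 0% = DMSO wells given calcium and 100% = 1 mM EGTA wells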
ATG4B inhibitor: inhibitors of human ATG4B cysteine protease; inhibition, % at 8.33 µM; Q9Y4P1; ATG4B cleavage of LC3-PLA2, NBD-HPC fluorescence, 1 h; 340,000 tested, 0.51% active; in the data active means inhibition above about 40%
Target sequence (Q9Y4P1 whole entry, looked up): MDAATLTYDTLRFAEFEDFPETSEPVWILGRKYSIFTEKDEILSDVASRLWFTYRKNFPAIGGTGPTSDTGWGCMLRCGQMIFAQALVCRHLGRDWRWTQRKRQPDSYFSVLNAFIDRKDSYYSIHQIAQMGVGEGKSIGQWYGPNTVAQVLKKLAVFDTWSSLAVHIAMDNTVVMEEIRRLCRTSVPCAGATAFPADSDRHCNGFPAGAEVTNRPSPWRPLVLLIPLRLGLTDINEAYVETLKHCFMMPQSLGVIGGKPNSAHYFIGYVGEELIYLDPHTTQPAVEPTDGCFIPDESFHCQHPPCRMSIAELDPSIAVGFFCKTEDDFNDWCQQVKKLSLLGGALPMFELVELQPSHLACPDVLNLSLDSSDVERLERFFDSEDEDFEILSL
The depositor's hits bear a star.

Results for Cc1cc2c(cc1S(=O)(=O)N1CCCCC1)OCC(=O)N2 ?
APOBEC3G inh: -7; hIAP block: 8; APOBEC3A inh: -2; hIAP activ: 0.92; mIAP block: -2; beta cell repl: 0; mIAP act: 1; MPTP block: -1.1; ATG4B inhibitor: -7

How did CN(C)C(=O)N1CCCC(C(=O)NCc2ccc(F)cc2Cl)C1 (stereo not drawn) do in these assays?
APOBEC3G inh: -3; hIAP block: 6; APOBEC3A inh: -2; hIAP activ: 0.94; mIAP block: 5; beta cell repl: -2; mIAP act: 0.95; MPTP block: -0.2; ATG4B inhibitor: -4

What do the screens show for `O=C(Nc1cccc(C(F)(F)F)c1)n1cc(-c2ccccn2)c(N2CCOCC2)n1`?
APOBEC3G inh: -4; hIAP block: 0; APOBEC3A inh: 3; hIAP activ: 1; mIAP block: -85; beta cell repl: -6; mIAP act: 1.9; MPTP block: 86*; ATG4B inhibitor: -4

Results for CCOc1ccccc1N(C)S(=O)(=O)c1ccc2c(c1)N(C(C)=O)CCO2 ?
APOBEC3G inh: 10; hIAP block: 6; APOBEC3A inh: 1; hIAP activ: 0.94; mIAP block: -2; beta cell repl: 4; mIAP act: 1; MPTP block: -1.4; ATG4B inhibitor: -6

Results for COC(=O)c1ccc2[nH]c(C3(O)CCCCC3)c(C)c2c1 ?
APOBEC3G inh: -4; hIAP block: -9; APOBEC3A inh: 0; hIAP activ: 1.1; mIAP block: -14; beta cell repl: -4; mIAP act: 1.1; MPTP block: 0.9; ATG4B inhibitor: 5

How did O=C(Cn1cnc2ccccc2c1=O)NC1CCCc2ccccc21 (stereo not drawn) do in these assays?
APOBEC3G inh: -3; hIAP block: 14; APOBEC3A inh: 0; hIAP activ: 0.86; mIAP block: -4; beta cell repl: 0; mIAP act: 1; MPTP block: 1.7; ATG4B inhibitor: -10

What do the screens show for `CC1=CN2C(=NC(=O)CC2(C)C(=O)N(CC(=O)NC2CCCC2)Cc2ccccc2)C=C1` (stereo not drawn)?
APOBEC3G inh: -4; hIAP block: 11; APOBEC3A inh: -1; hIAP activ: 0.89; mIAP block: -6; beta cell repl: -1; mIAP act: 1.1; MPTP block: -0.4; ATG4B inhibitor: 10

How did CCNc1nc(NC(C)C)nc(Nn2cnnc2)n1 do in these assays?
APOBEC3G inh: -2; hIAP block: -5; APOBEC3A inh: 0; hIAP activ: 1.1; mIAP block: -1; beta cell repl: -1; mIAP act: 1; MPTP block: -2.6; ATG4B inhibitor: 8

Results for O=C(CCc1ccccc1)Nc1ccccc1C(=O)N1CCOCC1 ?
APOBEC3G inh: -5; hIAP block: -2; APOBEC3A inh: -1; hIAP activ: 1; mIAP block: -2; beta cell repl: 5; mIAP act: 1; MPTP block: -4.2; ATG4B inhibitor: 3

What do the screens show for `CC(C)CC(=O)Nc1ccc(Nc2ccccc2)cc1`?
APOBEC3G inh: -4; hIAP block: 6; APOBEC3A inh: -1; hIAP activ: 0.94; mIAP block: 5; beta cell repl: -2; mIAP act: 0.95; MPTP block: 2.2; ATG4B inhibitor: 5

Results for NC(=S)NC1CCS(=O)(=O)C1 (stereo not drawn) ?
APOBEC3G inh: -2; hIAP block: -5; APOBEC3A inh: -3; hIAP activ: 1.1; mIAP block: -4; beta cell repl: -2; mIAP act: 1; MPTP block: -1.2; ATG4B inhibitor: 14

How did Cc1c(-c2ccncc2)oc2ccc(Br)cc2c1=O do in these assays?
APOBEC3G inh: -4; hIAP block: 1; APOBEC3A inh: 1; hIAP activ: 0.99; mIAP block: 9; beta cell repl: -3; mIAP act: 0.91

How did O=C(O)CCC(=O)N(Cc1ccccc1)Cc1ccccc1 do in these assays?
APOBEC3G inh: -1; hIAP block: 2; APOBEC3A inh: 0; hIAP activ: 0.98; mIAP block: -1; beta cell repl: 3; mIAP act: 1; MPTP block: 1.2; ATG4B inhibitor: -1

What do the screens show for `N#Cc1nc(-c2ccccc2F)oc1NCc1cccc2c1OCO2`?
APOBEC3G inh: -6; hIAP block: 12; APOBEC3A inh: -6; hIAP activ: 0.88; mIAP block: -3; beta cell repl: -2; mIAP act: 1; MPTP block: 1.4; ATG4B inhibitor: -8

Results for O=C(CSc1n[nH]c(=O)[nH]c1=O)N1CCCCCC1 ?
APOBEC3G inh: -5; hIAP block: -11; APOBEC3A inh: 1; hIAP activ: 1.1; mIAP block: 3; beta cell repl: 0; mIAP act: 0.97; MPTP block: 0.1; ATG4B inhibitor: -7

Two records picked at random from the list so far:
Results for COC(=O)c1ccc2[nH]c(C3(O)CCCCC3)c(C)c2c1 ?
APOBEC3G inh: -4; hIAP block: -9; APOBEC3A inh: 0; hIAP activ: 1.1; mIAP block: -14; beta cell repl: -4; mIAP act: 1.1; MPTP block: 0.9; ATG4B inhibitor: 5

How did Cc1c(-c2ccncc2)oc2ccc(Br)cc2c1=O do in these assays?
APOBEC3G inh: -4; hIAP block: 1; APOBEC3A inh: 1; hIAP activ: 0.99; mIAP block: 9; beta cell repl: -3; mIAP act: 0.91

Following part
What do the screens show for `NC(=S)N/N=C/c1cccc(Br)c1`?
APOBEC3G inh: -12; hIAP block: -12; APOBEC3A inh: -3; hIAP activ: 1.1; mIAP block: -3; beta cell repl: -4; mIAP act: 1; MPTP block: 1.0; ATG4B inhibitor: 2

Results for CC(C)N1CC2=C(OC(N)=C(C#N)C2c2cccnc2)/C(=C/c2cccnc2)C1 (stereo not drawn) ?
APOBEC3G inh: -5; hIAP block: 1; APOBEC3A inh: -4; hIAP activ: 0.99; mIAP block: -6; beta cell repl: 3; mIAP act: 1.1; MPTP block: 0.0; ATG4B inhibitor: -11

Results for CC(C)c1cc(-c2cc(-c3ccc(Cl)cc3)on2)nc(NC2CCCC2)n1 ?
APOBEC3G inh: -5; hIAP block: -14; APOBEC3A inh: 0; hIAP activ: 1.1; mIAP block: -5; beta cell repl: -4; mIAP act: 1; MPTP block: -0.5; ATG4B inhibitor: 6

How did Cc1ccc(C(=O)Nc2nc3nc(-c4ccccc4)cc(=O)n3[nH]2)cc1 do in these assays?
APOBEC3G inh: -2; hIAP block: -20; APOBEC3A inh: 1; hIAP activ: 1.2; mIAP block: 0; beta cell repl: -3; mIAP act: 1; MPTP block: -1.5; ATG4B inhibitor: 3

Results for CC(=O)N1CCN(c2ncnc3sc(-c4ccccc4)cc23)CC1 ?
APOBEC3G inh: -4; hIAP block: -2; APOBEC3A inh: 2; hIAP activ: 1; mIAP block: 4; beta cell repl: -1; mIAP act: 0.96; MPTP block: 0.3; ATG4B inhibitor: -17

What do the screens show for `CC(C)Cc1ccc(/C=C/C(=O)N2CCOCC2)cc1`?
APOBEC3G inh: 0; hIAP block: -5; APOBEC3A inh: 1; hIAP activ: 1; mIAP block: 1; beta cell repl: -2; mIAP act: 0.99; MPTP block: 4.7; ATG4B inhibitor: -1

How did Nc1cc(N)nc(SCc2cc([N+](=O)[O-])cc3c2OCOC3)n1 do in these assays?
APOBEC3G inh: 11; hIAP block: 2; APOBEC3A inh: 3; hIAP activ: 0.98; mIAP block: -1; beta cell repl: -3; mIAP act: 1; MPTP block: 1.5; ATG4B inhibitor: 4

What do the screens show for `O=S(=O)(c1ccccc1)N1CCC(N2CCCCCC2)CC1`?
APOBEC3G inh: -9; hIAP block: 0; APOBEC3A inh: 1; hIAP activ: 1; mIAP block: -2; beta cell repl: -2; mIAP act: 1; MPTP block: 0.0; ATG4B inhibitor: -7

Results for O=C(CSc1nc2cc(Cl)ccc2s1)NCC1CCCO1 (stereo not drawn) ?
APOBEC3G inh: -2; hIAP block: -5; APOBEC3A inh: 0; hIAP activ: 1; mIAP block: -6; beta cell repl: 3; mIAP act: 1.1; MPTP block: 0.8; ATG4B inhibitor: -4

How did COc1ccc(S(=O)(=O)NCCc2cn3nc(C)c(C)nc3n2)cc1 do in these assays?
APOBEC3G inh: -7; hIAP block: 5; APOBEC3A inh: -4; hIAP activ: 0.95; mIAP block: 3; beta cell repl: -1; mIAP act: 0.97; MPTP block: -1.2; ATG4B inhibitor: -16

How did CC1(C)CC(=O)c2c(O)cc(OCC(=O)Nc3ccc(CCO)cc3)cc2O1 do in these assays?
APOBEC3G inh: -8; hIAP block: 6; APOBEC3A inh: -4; hIAP activ: 0.94; mIAP block: 8; beta cell repl: -2; mIAP act: 0.92; MPTP block: 2.4; ATG4B inhibitor: -5

Results for CC(=NNC(=O)c1ccc(NS(=O)(=O)c2cccs2)cc1)c1ccc(OCC(N)=O)cc1 ?
APOBEC3G inh: -7; hIAP block: 0; APOBEC3A inh: -5; hIAP activ: 1; mIAP block: -7; beta cell repl: 0; mIAP act: 1.1; MPTP block: -0.3; ATG4B inhibitor: 19

Results for CCn1c(=O)c(=O)n(CC)c2cc(S(=O)(=O)Nc3ccc(C)cc3)ccc21 ?
APOBEC3G inh: 0; hIAP block: -5; APOBEC3A inh: 1; hIAP activ: 1; mIAP block: 2; beta cell repl: -3; mIAP act: 0.98; MPTP block: 0.2; ATG4B inhibitor: -10

What do the screens show for `Cn1c(=O)c2c(nc(Br)n2CC(=O)c2cccs2)n(C)c1=O`?
APOBEC3G inh: -3; hIAP block: -15; APOBEC3A inh: -5; hIAP activ: 1.1; mIAP block: -9; beta cell repl: -3; mIAP act: 1.1; MPTP block: -0.2; ATG4B inhibitor: -4

What do the screens show for `CCOc1cc(C(=S)N2CCCCC2)ccc1OS(=O)(=O)c1ccc(Br)cc1`?
APOBEC3G inh: -7; hIAP block: -9; APOBEC3A inh: -8; hIAP activ: 1.1; mIAP block: 12; beta cell repl: -5; mIAP act: 0.89; MPTP block: 11; ATG4B inhibitor: 9

How did COc1cccc(NC(=O)CN(C)C(=O)c2ccccc2OCC(=O)Nc2cccc(C(F)(F)F)c2)c1 do in these assays?
APOBEC3G inh: -6; hIAP block: 9; APOBEC3A inh: -1; hIAP activ: 0.91; mIAP block: -16; beta cell repl: -3; mIAP act: 1.2; MPTP block: 0.5; ATG4B inhibitor: -19

What do the screens show for `Cc1cc(C)n(CC(=O)N/N=C/c2ccccn2)n1`?
APOBEC3G inh: -5; hIAP block: -5; APOBEC3A inh: 2; hIAP activ: 1.1; mIAP block: -8; beta cell repl: 0; mIAP act: 1.1; MPTP block: 0.0; ATG4B inhibitor: 6

How did CCN(CC)c1ccc(C2NC(=O)NC(C)=C2C(=O)Nc2ccccc2)cc1 (stereo not drawn) do in these assays?
APOBEC3G inh: -5; hIAP block: -14; APOBEC3A inh: -1; hIAP activ: 1.1; mIAP block: -9; beta cell repl: -2; mIAP act: 1.1; MPTP block: -0.6; ATG4B inhibitor: -10

How did Cc1ccc(CNC(=O)C2CCN(S(=O)(=O)c3ccc4c(c3)CC(C)N4C(=O)C3CC3)CC2)cc1 (stereo not drawn) do in these assays?
APOBEC3G inh: -2; hIAP block: -43; APOBEC3A inh: -3; hIAP activ: 1.4; mIAP block: -9; beta cell repl: -3; mIAP act: 1.1; MPTP block: -2.3; ATG4B inhibitor: -12

How did CCOC(=O)[C@H]1[C@H]2COc3ccc(Br)cc3[C@H]2N2C(=O)CNC(=O)[C@@]12C do in these assays?
APOBEC3G inh: -8; hIAP block: 11; APOBEC3A inh: -4; hIAP activ: 0.89; mIAP block: 11; beta cell repl: 0; mIAP act: 0.89; MPTP block: -0.8; ATG4B inhibitor: -9

Results for COC(=O)CCC(NS(=O)(=O)OCC(Cl)(Cl)Cl)c1ccccc1 (stereo not drawn) ?
APOBEC3G inh: 6; hIAP block: 3; APOBEC3A inh: 3; hIAP activ: 0.97; mIAP block: 1; beta cell repl: -4; mIAP act: 0.99; MPTP block: 1.4; ATG4B inhibitor: 13

Screens as filed in PubChem.
